Screening data deposited in PubChem by National Center for Advancing Translational Sciences (NCATS).
MLL CXXC-DNA inh = blocks binding of human MLL CXXC domain to DNA; MLL-CXXC / FITC-HOXA9 DNA fluorescence polarization; Potency, µM (doses to about 115 µM), inactives show top-dose activity change, negative = inhibition, most hits filed as inhibitors; 0.037% of 290,000 active; AID 2662; active means well fitted inhibition curve with a large enough effect in the polarisation, with a control signal flat, not every such curve was filed as active; inconclusive means small, poorly fitted or top-dose-only effect, or effect the other way, or a change in a side signal; inactive means no such curve, though single readings can be large or run the other way; the % refers to the polarisation; further: potency means the concentration at half of the fitted maximal effect
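Purified MLL-CXXC (added from a 7 uM solution) was preincubated 5 min at ambient with pinned compounds in 50 mM Tris-HCl pH 7.5, 50 mM NaCl, 1 mM DTT, 0.05% BSA. Fluorescein-labeled HOX-A9 DNA (50 nM solution) followed, 30 min, then polarization read.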
GALK inhibitor = galactokinase (human) inhibition; P51570; Purified GALK, Kinase-Glo residual ATP luminescence; 0.007% of 270,000 active; Potency, µM (series often up to 57.5 µM), without a hit: top-dose activity change, negative = inhibition, usual class: inhibitors; further: potency means the concentration at half of the fitted maximal effect; on the % scale 0 is the no-effect control and ±100 the full control effect
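Human GALK (5 nM) with 35 uM ATP and 100 uM galactose in 20 mM HEPES pH 8.0, 5 mM MgCl2, 60 mM NaCl, 1 mM DTT, 0.01% BSA. After 1 h at room temperature, leftover ATP was read by Kinase-Glo Plus luminescence.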
TSHR antag = human thyrotropin receptor antagonism; P16473; TSHR-expressing cells, TSH-stimulated cAMP HTRF, 2 h; active compounds read low; activity change, negative = inhibition, % at 11.5 µM; 0.2% of 330,000 active; AID 504810;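 active means activity change below a set negative limit, meaning inhibition stronger than a set level, cut at about -70% in these data; inconclusive means activity change between two set negative limits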; further: on the % scale 0 is the no-effect control and ±100 the full control effect
Target sequence (P16473 whole entry, looked up): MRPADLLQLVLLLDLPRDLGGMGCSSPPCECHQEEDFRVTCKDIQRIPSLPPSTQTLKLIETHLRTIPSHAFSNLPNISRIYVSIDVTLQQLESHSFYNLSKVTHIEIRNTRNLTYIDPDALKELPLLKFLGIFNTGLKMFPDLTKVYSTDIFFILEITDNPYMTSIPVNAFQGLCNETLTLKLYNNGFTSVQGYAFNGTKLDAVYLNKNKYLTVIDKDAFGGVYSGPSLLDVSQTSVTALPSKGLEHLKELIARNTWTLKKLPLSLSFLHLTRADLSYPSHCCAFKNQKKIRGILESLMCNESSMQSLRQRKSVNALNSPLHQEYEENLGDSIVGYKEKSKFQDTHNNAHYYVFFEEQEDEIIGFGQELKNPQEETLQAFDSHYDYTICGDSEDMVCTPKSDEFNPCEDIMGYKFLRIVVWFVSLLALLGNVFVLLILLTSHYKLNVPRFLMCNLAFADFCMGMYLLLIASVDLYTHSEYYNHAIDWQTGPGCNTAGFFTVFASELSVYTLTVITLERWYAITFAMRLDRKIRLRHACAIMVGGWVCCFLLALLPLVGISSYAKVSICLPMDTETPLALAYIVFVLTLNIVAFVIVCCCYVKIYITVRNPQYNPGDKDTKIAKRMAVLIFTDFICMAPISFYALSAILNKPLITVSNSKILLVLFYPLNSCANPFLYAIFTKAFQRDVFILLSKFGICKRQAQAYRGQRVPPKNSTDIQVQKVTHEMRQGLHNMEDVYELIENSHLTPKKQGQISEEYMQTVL
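Freshly harvested TSHR cells receive pin-tooled compound, then EC80 TSH at 4nM final. After 2 hours at 37 deg C, antibody in lysis buffer and cAMP-d2 are added; 30 minutes at ambient temperature precede the HTRF read.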
Giardia killer = kills Giardia lamblia; Giardia lamblia trophozoite viability; activity change, % at 7.66 µM, hits read low; 0.15% of 340,000 active; AID 540267; in the data active means activity change below about -80%; inconclusive means between about -30% and that limit;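 further: parasites exposed to compound for two days anaerobically before the ATP read; on the % scale 0 is the no-effect control and ±100 the full control effect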
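Giardia trophozoites, 100 cells per well, were exposed to compounds for 48 hrs at 37 deg C under anaerobic conditions; viability was then read as ATP content by bioluminescence after 15-30 min at room temperature.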
FBPA coupling cs = coupling enzyme interference in Giardia aldolase counter-screen; coupling enzyme system counterscreen, AmpLite Red fluorescence; activity change, negative = inhibition, % at 58.2 µM, hits read low; 0.67% of 290,000 active; AID 2472; in the data active means activity change below about -30%; further: on the % scale 0 is the no-effect control and ±100 the full control effect
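Counterscreen of the coupled detection system alone, without aldolase: glyceraldehyde-3-phosphate coupling enzymes plus AmpLite Red readout. Compounds at 57.5 uM final, 10 min RT preincubation, 20 min RT reaction, fluorescence 525/598 nm.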
TCR act = activates T cell receptor signaling | primary human leukocytes, anti-CD3, IL-2 HTRF, 48 h | Potency, µM (highest dose often 9.22 µM), for inactives: at the highest dose activation of IL-2 secretion, actives largely listed as activators | 330,000 tested, under 10 active | AID 504894; further: % of control where 0% means no effect
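1) Mix primary human leukocytes, a-CD3 beads and compound. 2) Incubate 48 hr. 3) Add HTRF IL-2 reagents (a-IL-2-K, a-IL-2-d2).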
Tb PFK inh = blocks T. brucei phosphofructokinase; T. brucei PFK, ADP-Glo luminescence; Potency, µM (series often up to 57.5 µM), without a hit: at the top dose activity, negative = inhibition, usual class: inhibitors; 0.17% of 330,000 active;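 further: potency means the concentration at half of the fitted maximal effect; 0% = uninhibited 1x PFK enzyme wells and -100% = no-enzyme wells; nearly all actives have a fitted effect of over 60% in size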
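Activity is normalized to no-enzyme wells (full inhibition) and 1.25 nM enzyme wells (no inhibition). Reaction: 0.5 mM F6P, 0.1 mM ATP, 45 min RT, ADP-Glo luminescence; concentration-response curves fitted and classed by quality.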
BCR signal inh = inhibitors of chronic active B-cell receptor signaling; Potency, µM (doses to about 46.1 µM), for the others: at the highest dose ratio change, negative = lower green/red ratio, actives largely listed as inhibitors; ABC-DLBCL IkBa-CBG/CBR reporter, luminescence ratio, 4 h; 0.05% of 340,000 active; AID 493014; active means well fitted inhibition curve with a large enough effect in the signal ratio, with a control signal flat, not every such curve was filed as active; inconclusive means small, poorly fitted or top-dose-only effect, or effect the other way, or a change in a side signal; the % refers to the signal ratio;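 further: potency means the concentration at half of the fitted maximal effect; plate controls were basal doxycycline-induced cells for no effect and cells given 10 µM MG132 for full effect; MG132 reads +100%, hits lower the ratio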
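TMD8 human ABC-DLBCL cells with doxycycline-inducible IκBα–green luciferase fusion and unfused red luciferase, in 0.5% FBS medium; compounds up to 46 uM, 4 h at 37C. Green/red luminescence ratio, filter-overlap corrected, fitted to concentration-response curves.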
hERG WT inh = KCNH2 (human, wildtype) channel inhibition; Q12809; U2OS, BacMam KCNH2, thallium flux FluxOr; active compounds read low; activity change, % at 1.84 µM; 0.37% of 340,000 active; AID 720551;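 active means maximum activity change below -70%; inconclusive means maximum activity change between -70% and -50%; inactive means maximum activity change above -50%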; further: on the % scale 0 is the no-effect control and ±100 the full control effect
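U2OS cells transduced with wild-type KCNH2 virus are loaded with FluxOr dye for 45 min, and thallium flux is measured in kinetic reads before and after stimulation buffer. Rate constants are normalized to DMSO controls.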
A-T KAP1 phos = potential ataxia-telangiectasia treatment; AID 485349; Potency, µM (highest dose often 57.5 µM), without a hit: top-dose activation, actives largely listed as activators; […] A-T fibroblasts, KAP-1 phosphorylation AlphaLISA; neocarzinostatin DNA damage 30 min before lysis; 0.19% of 320,000 active; further: potency means the concentration at half of the fitted maximal effect; % of control where 0% means no effect; nearly all actives have a fitted effect of over 45% in size
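hTERT-immortalized A-T patient fibroblasts ([…]), 500 cells/well in OPTI-MEM, 1% FBS, got compounds for 60 min, then NCS for 30 min at 37C. Lysates were then assayed for phospho-KAP-1 by AlphaLISA (anti-pKAP1 donor, anti-KAP1 acceptor beads), 6 hr at 25C.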
* = called active by the depositor; i = inactive; u = inconclusive; x = no result given; & = joins results of further samples; [ ] = another dose, or the depositor's remark. Unless noted, the call rests on the fitted dose curve; in most records, active means well fitted curve in the direction sought with a large enough effect; inconclusive means small, poorly fitted or top-dose-only effect, or another doubt; inactive means no such curve, though single readings can be large; an effect the other way counts as inactive or inconclusive. Compounds as they come; 1.6% or so of the library scored in one or more.

entry	SMILES	MLL CXXC-DNA inh	GALK inhibitor	TSHR antag	Giardia killer	FBPA coupling cs	TCR act	Tb PFK inh	BCR signal inh	hERG WT inh	A-T KAP1 phos
1	Cc1cccc(CC2CC(=O)N(c3ccc([N+](=O)[O-])cc3)C2=O)c1 (stereo not drawn)	14%	5%	11	27	1	-6%	-1%	5%	0	5%
2	CCc1ccc(/C=C2/SC(=S)N(CCC(=O)Nc3cccc(C(=O)O)c3)C2=O)cc1	u	1%	37	8	-5	-2%	3%	u	0	6%
3	COc1ccc(NC(=O)c2ccc3nccnc3c2)cc1	6%	1%	9	-21	-3	-1%[46.1 µM]	-3%	u	3	-2%
4	CCOc1ccc(-c2nnn(CC(=O)NCc3ccc4c(c3)OCO4)n2)cc1	-3%	-4%	-6	2	-1	0%[46.1 µM]	2%	-4%	1	12%
5	[O-][n+]1c2c(nn1-c1ccccc1)/C(=N/O)CCC2	14%	11%	-4	16	5	2%	0%	u	2	6%
6	CCOc1ccc2nc(NC(=O)CS(=O)(=O)c3ccc(C)cc3)sc2c1	-3%	-4%	-13	-8	5	-1%	1%	u	-21	4%
7	Cc1ccccc1S(=O)Cc1ccc(C(=O)N2CCN(C(=O)c3ccco3)CC2)o1 (stereo not drawn)	5%	-3%	-13	4	x	0%	-4%	u	-3	9%
8	COc1ccccc1CP(=O)(c1ccccc1)c1ccccc1	2%	1%	-3	-7	-1	-4%[46.1 µM]	-1%	-10%	-9	1%

New compounds follow.
entry	SMILES	MLL CXXC-DNA inh	GALK inhibitor	TSHR antag	Giardia killer	FBPA coupling cs	TCR act	Tb PFK inh	BCR signal inh	hERG WT inh	A-T KAP1 phos
9	Cc1ccccc1CSc1nnc(-c2ccccc2)c(=O)[nH]1	-3%	1%	-10	-3	-2	10%	-1%	u	0	0%
10	CCc1ccccc1-n1nnnc1SCC(=O)Nc1cc(C)on1	-5%	-2%	13	11	1	0%	5%	4%	0	4%
11	O=C1C=C(c2ccc(F)cc2OCc2ccccc2)C[C@@H](c2ccc3c(c2)OCO3)C1	x	x	2	7	x	-3%	0%	1%	-3	-14%
12	CCC(C)N(C(=O)COC(=O)C1C(C(=O)OC)=C(C)NC(C)=C1C(=O)OC)C1CCS(=O)(=O)C1 (stereo not drawn)	-3%	4%	-1	-14	0	x	3%	-8%	-25	0%
13	N#CC(C(=O)Nc1cccc(Cl)c1)=C1Nc2ccccc2N1	1%	0%	2	27	0	-116%	u	u	3	12%
14	CC(C)c1cc(C(=O)N/N=C/C=C/c2ccccc2)n[nH]1	12%	-1%	-8	-25	3	4%[46.1 µM]	1%	u	-1	0%
15	Cc1ccc(OCCCn2cc(C#N)c3ccccc32)cc1	-1%	-3%	-22	7	-10	-6%[46.1 µM]	-2%	u	18	x
16	COc1ccccc1CNC(=O)c1ccc(-c2ccccc2)cc1	0%	1%	-7	-9	2	2%[46.1 µM]	-1%	-11%	i	9%

More records
entry	SMILES	MLL CXXC-DNA inh	GALK inhibitor	TSHR antag	Giardia killer	FBPA coupling cs	TCR act	Tb PFK inh	BCR signal inh	hERG WT inh	A-T KAP1 phos
17	CCCCc1nc(SCC(=O)Nc2ccc(S(N)(=O)=O)cc2)n[nH]1	-3%	-2%	6	-1	0	6%	19%	2%&-4%	-14	-3%
18	O=S(=O)(c1ccc(Oc2ccc(Cl)cc2)c(S(=O)(=O)N2CCCCC2)c1)N1CCCCC1	39%[activator]	0%	-2	9	-1	0%	-2%	-2%	21	5%
19	CNC(=S)NNC(=O)c1ccc(=O)n(Cc2ccc(Cl)cc2Cl)c1	9%	-2%	6	0	0	3%	-20%	1%	-3	-7%
20	Cc1cccc(NC(=O)c2ccc(S(=O)(=O)N(C)C)cc2)c1	11%	1%	3	34[activator]	-1	11%	-2%	4%	10	7%
21	Cc1ccc(SCc2cn3ccccc3n2)cc1	-1%	1%	-4	-7	-2	2%	2%	u	-5	3%
22	O=C(Nc1cccnc1)c1cc(-c2cccs2)on1	-5%	0%	2	-2	1	x	0%	u	1	-2%
23	CC(C)(C)OC(=O)N[C@@H](COCc1ccccc1)C(=O)N[C@@H](CO)[C@H](O)[C@@H]1C[C@@H]1C(=O)N1CCCC1	4%	x	0	-16	-5	0%	-2%	12%	-6	-7%
24	Cc1ccc(N2CC(C(=O)OCC(=O)NNC(=O)c3ccccc3)CC2=O)cc1 (stereo not drawn)	x	x	2	-3	x	0%	-1%	0%	0	12%

Carrying on.
entry	SMILES	MLL CXXC-DNA inh	GALK inhibitor	TSHR antag	Giardia killer	FBPA coupling cs	TCR act	Tb PFK inh	BCR signal inh	hERG WT inh	A-T KAP1 phos
25	COC(=O)c1scc(S(=O)(=O)C(C)C)c1N/N=C(\C#N)C(=O)c1ccc(Cl)cc1	27%	-3%	-11	11	9	4%	2%	3%	-2	0%
26	O=S(=O)(NC1CCCCCCC1)c1ccccc1	6%	-2%	6	-2	-3	x	0%	4%	11	6%
27	CCSc1nc(N)c(C#N)c(-c2ccccc2Cl)c1C#N	21%	-6%	-33	-19	-3	-9%	-1%	u	-1	4%
28	O=C(c1ccncc1)N1CCN(S(=O)(=O)c2ccc(OC(F)(F)F)cc2)CC1	x	x	-7	0	x	9%	0%	0%	-20	3%
29	CCOc1ccccc1CNc1nc2ccccc2n1C	-1%	0%	-8	3	0	-1%	2%	9%	24	14%
30	CCCn1c(=S)[nH]c2cc(C(=O)N3CCN(c4ccccc4OC)CC3)ccc2c1=O	2%	-2%	-14	-2	0	-4%[46.1 µM]	-4%	7%	9	-2%
31	CCn1nc(C(=O)N2CCc3ccccc3C2)c2ccccc2c1=O	-2%	0%	19	-12	0	1%	-3%	-1%	2	5%
32	CS/C(=N\S(=O)(=O)c1cccs1)Nc1ccc(F)c(Cl)c1	-7%	-5%	-10	-6	-13	-4%[46.1 µM]	0%	-8%	11	13%

Remaining list, next part.
entry	SMILES	MLL CXXC-DNA inh	GALK inhibitor	TSHR antag	Giardia killer	FBPA coupling cs	TCR act	Tb PFK inh	BCR signal inh	hERG WT inh	A-T KAP1 phos
33	N#CC(CO)(Cc1ccc(OC(F)F)cc1)c1nc2ccccc2[nH]1 (stereo not drawn)	0%	-2%	6	31[activator]	0	10%[46.1 µM]	-1%	0%	9	11%
34	CCN(CC)C(C(=O)NC1CCCCC1)c1ccc(C)cc1 (stereo not drawn)	2%	0%	20	7	4	0%	-1%	3%	-5	3%
35	CCOC(=O)NC(NC(=O)OCC)C(=O)c1ccc(F)cc1	10%	-3%	-3	-8	x	3%	2%	5%	-19	3%
36	O=C(Nc1cccnc1Cl)c1ccc(=O)oc1	-10%	-3%	11	-5	1	-6%	0%	12%	6	-11%
37	O=C(CCc1nnc(-c2ccsc2)o1)N1CCCCC1CCn1ccnc1 (stereo not drawn)	-17%	3%	0	0	2	-4%	-5%	8%	-5	-1%
38	CC(=O)Nc1ccc(Oc2nc(C(F)(F)F)nc3ccccc23)cc1	-2%	2%	-3	-2	3	2%	-1%	u	-7	3%
39	Cc1cccn2c(=O)nc(SCC(=O)NCCc3ccccc3)nc12	x	x	-7	-17	x	6%	2%	u	-3	2%
40	CCc1c(C)sc(NC(=O)Cn2nc(C)c([N+](=O)[O-])c2C)c1C(N)=O	-1%	1%	-10	-8	-1	3%	-28%	3%	8	0%

(further entries)
entry	SMILES	MLL CXXC-DNA inh	GALK inhibitor	TSHR antag	Giardia killer	FBPA coupling cs	TCR act	Tb PFK inh	BCR signal inh	hERG WT inh	A-T KAP1 phos
41	CCNC(=S)NNC(=O)Cn1c(=O)c2c(ncn2CCOC)n(Cc2ccccc2)c1=O	3%	-1%	8	0	0	5%	-7%	-2%	-15	1%
42	O=C(c1ccccc1)N1CCN(c2n[nH]c(=O)[nH]c2=O)CC1	0%	10%	-2	36[activator]	3	-4%	1%	u	-3	1%
43	O=C(NN=C1CCN(Cc2ccccc2)CC1)c1ccccc1O	5%	-2%	11	-1	0	-4%	1%	u	3	-1%
44	O=C(CSc1nnc(Cn2nnc(-c3ccccc3)n2)n1-c1ccccc1)Nc1ccc(F)cc1	55%[activator]	-4%	23	0	4	0%	8%	-15%	-4	-4%
45	COc1ccccc1C(=O)NC(=O)COC(=O)Cn1[nH]c(=O)c2ccccc2c1=O	x	x	-4	-14	x	7%	0%	0%	-1	1%
46	Cc1nc(NC(=O)C(Cl)Cl)sc1C(=O)N(C)C	6%	2%	14	-4	-8	-6%[46.1 µM]	7%	-1%	1	0%
47	COc1ccc(C(C)NC(=O)C23CC4CC(CC(C4)C2)C3)cc1OC (stereo not drawn)	-5%	-3%	4	-3	0	2%	-1%	-4%	6	0%
48	CCOC(=O)/C=C(\C)Sc1cc(=O)oc2ccccc12	3%	-2%	4	0	1	3%[46.1 µM]	8%	u	-2	11%
